Assay outcomes as filed in PubChem.
Rab9 prom act: qHTS Assay for Rab9 Promoter Activators. Huh7 Rab9 promoter-luciferase reporter, luminescence, 24 h. Potency, µM (series often up to 9.22 µM), inactives show at the highest dose activation, negative = inhibition, hits mostly activators. AID 485297, 2010. 320,000 tested, 2.8% active; also: potency is read from the fitted curve at half-maximal effect; % of control where 0% means no effect; nearly all actives have a fitted effect of over 60% in size
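Cells were plated at 1500 per well in reduced-serum medium with 10% FBS and left 2 h. Compound in DMSO was then added for 24 h at 37 °C. Reporter signal was read by luminescence after 10 min with luciferase detection reagent.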
FLuc counter: qHTS profiling assay for firefly luciferase inhibitor/activator using purifed enzyme and Km concentrations of substrates (counterscreen for miR-21 project). Luciferin 4-monooxygenase (Photinus pyralis), P08659. purified FLuc, Km substrates, luminescence inhibition. Potency, µM (doses to about 57.5 µM), without a hit: at the highest dose activity change, negative = inhibition, most hits filed as inhibitors. 360,000 tested, 6.9% active. AID 588342, 2011;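 also: potency is read from the fitted curve at half-maximal effect; plate controls were vehicle for no effect and reference inhibitor for full effect; nearly all actives have a fitted effect of over 55% in size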
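Purified P. pyralis luciferase (10nM final) with 10uM D-luciferin and 10uM ATP (Km levels) in 50mM Tris acetate pH 7.5, 10mM Mg acetate, 0.01% Tween-20, 0.05% BSA; qHTS 6-point titration, ~60 µM downward; luminescence read.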
Mito fusion act: qHTS Assay for Small Molecule Inhibitors of Mitochondrial Division or Activators of Mitochondrial Fusion | S. cerevisiae fusion-defective mutant growth rescue, CellTiterGlo 48 h | Potency, µM (series often up to 46.1 µM), for the others: at the top dose growth rescue (activation), usual class: activators | 320,000 tested, 0.23% active | AID 485298, 2010;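 also: potency is read from the fitted curve at half-maximal effect; % of control where 0% means no effect; nearly all actives have a fitted effect of over 45% in size; temperature-sensitive fusion mutants such as fzo1-1 at 37 °C on non-fermentable ethanol glycerol medium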
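Yeast fusion mutant, YPEG (non-fermentable carbon), compound, 48 h at 37C non-permissive; CellTiterGlo added, 10 min RT, luminescence read. Rescued growth = division inhibition.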
RORgamma inh: qHTS for inhibitors of ROR gamma transcriptional activity | Nuclear receptor ROR-gamma (Mus musculus), P51450 | Drosophila S2 Gal4-RORgamma UAS-luciferase reporter, 20 h | Potency, µM (titrated, usually from 53.6 µM), without a hit: at the highest dose activity change, negative = inhibition, usual class: inhibitors | 310,000 tested, 5.4% active | AID 2551, 2010; also: potency is read from the fitted curve at half-maximal effect; % is scaled to controls: 0 for no effect and ±100 for the full control effect; nearly all actives have a fitted effect of over 60% in size
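Using a luciferase readout, inhibitors were identified by reduced reporter activity in Drosophila cells coexpressing a copper-inducible Gal4–ROR gamma fusion and UAS-driven Photinus luciferase, incubated 20 hr after 700 uM copper sulfate.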
NPC1 promoter act: qHTS Assay for NPC1 Promoter Activators; AID 485313, 2010; Huh7 NPC1 promoter luciferase reporter, 24 h; 320,000 tested, 2.4% active; Potency, µM (series often up to 9.22 µM), for inactives: top-dose activation, most hits filed as activators;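 also: potency is read from the fitted curve at half-maximal effect; % of control where 0% means no effect; nearly all actives have a fitted effect of over 60% in size; reporter is driven by a mutant NPC1 promoter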
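Readout is luciferase luminescence, reflecting NPC1 promoter activation in stably transfected Huh7 cells after 24 h compound exposure at 37 °C in reduced-serum medium with 10% FBS.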
VP16 counter: VP16 counterscreen qHTS for inhibitors of ROR gamma transcriptional activity; Drosophila S2 Gal4-VP16 UAS-luciferase, luminescence, 20 h; AID 2546, 2010; 310,000 tested, 3.5% active; Potency, µM (titrated, usually from 53.6 µM), for the others: at the top dose activity, negative = inhibition, usual class: inhibitors;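 also: Gal4-VP16 expression switched on by copper sulfate through the metallothionein promoter; potency is read from the fitted curve at half-maximal effect; % is scaled to controls: 0 for no effect and ±100 for the full control effect; nearly all actives have a fitted effect of over 50% in size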
KCNH2 3.1 inh: qHTS for Inhibitors of KCHN2 3.1: Mutant qHTS; AID 720553, 2013; 340,000 tested, 0.95% active; U2OS KCNH2 3.1, thallium flux FluxOr; stronger effect = lower value; activity change, % (tested at about 1.8 µM); Potassium voltage-gated channel subfamily H member 2, brain isoform KCNH2 3.1 (human);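 active = maximum activity change below -70%; inconclusive = maximum activity change from -70% to -50%; inactive = maximum activity change above -50%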;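 also: thallium influx rate constant from kinetic fluorescence after stimulation buffer; % is scaled to controls: 0 for no effect and ±100 for the full control effect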
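Kinetic fluorescence (2 min after stimulation buffer) measures Tl+ influx through KCNH2 3.1 expressed by viral transduction in U2OS cells; the rate constant is normalized against DMSO controls serving as positive and negative references.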
ELG1 DNA repair: qHTS screen for small molecules that inhibit ELG1-dependent DNA repair in human embryonic kidney (HEK293T) cells expressing luciferase-tagged ELG1; 330,000 tested, 2.3% active; HEK293T ELG1-luciferase reporter, luminescence, 16 h; DNA damage induced by 5-fluorouridine; Potency, µM (doses to about 46.1 µM), for inactives: at the top dose activity change, negative = inhibition, actives largely listed as inhibitors; AID 504467, 2011; also: potency is read from the fitted curve at half-maximal effect; % is scaled to controls: 0 for no effect and ±100 for the full control effect; nearly all actives have a fitted effect of over 55% in size
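Step one: seed 2,000 cells per well. Step two: pin-transfer compound or DMSO alongside 5-fluorouridine. Step three: incubate 16 hr, 37 °C, 5% CO2. Step four: add ONE-Glo, wait 30 min, read luminescence.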
MBNL1 CUG block: qHTS Assay for Inhibitors of MBNL1-poly(CUG) RNA binding | AID 2675, 2010 | Potency, µM (doses to about 57.5 µM), for inactives: at the top dose activity change, negative = inhibition, usual class: inhibitors | Muscleblind-like protein 1 (Homo sapiens), Q9NR56 | TR-FRET MBNL1-His/biotin-(CUG)12 binding, 665/545 ratio | 280,000 tested, 0.036% active; active = well fitted inhibition curve with a large enough effect in the signal ratio, with a control signal flat, not every such curve was filed as active; inconclusive = small, poorly fitted or top-dose-only effect, or effect the other way, or a change in a side signal; inactive = no such curve, though single readings can be large or run the other way; the % refers to the signal ratio; also: potency is read from the fitted curve at half-maximal effect; % is scaled to controls: 0 for no effect and ±100 for the full control effect
Target sequence (Q9NR56 whole entry, looked up): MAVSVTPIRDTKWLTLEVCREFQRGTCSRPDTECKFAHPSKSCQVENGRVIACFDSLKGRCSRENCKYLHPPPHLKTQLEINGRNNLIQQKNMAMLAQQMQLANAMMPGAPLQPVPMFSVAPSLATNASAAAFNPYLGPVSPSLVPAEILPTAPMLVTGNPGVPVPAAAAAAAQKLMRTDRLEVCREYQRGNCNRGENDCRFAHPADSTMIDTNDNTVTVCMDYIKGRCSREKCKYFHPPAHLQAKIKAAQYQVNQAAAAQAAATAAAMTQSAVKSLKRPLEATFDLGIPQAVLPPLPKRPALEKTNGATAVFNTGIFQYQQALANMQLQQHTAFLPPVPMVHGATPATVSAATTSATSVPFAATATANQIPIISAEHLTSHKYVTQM
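Ratiometric TR-FRET (665 over 545 nm, excitation 340 nm) tracks disruption of MBNL1-His/biotin-(CUG)12 complex after 60 min at room temperature, with compounds at 92 nM to 58 uM final.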
Menin-MLL TR inh: qHTS Assay for Inhibitors Targeting the Menin-MLL Interaction in MLL Related Leukemias: Competition With Texas Red Labeled MLL-derived Mutant Peptide | O00255 | Menin + Texas Red MLL mutant peptide, fluorescence polarization | Potency, µM (highest dose often 61.6 µM), for the others: top-dose FP activity change, negative = inhibition, hits mostly inhibitors | 270,000 tested, 0.23% active | AID 1768, 2009; active = well fitted inhibition curve with a large enough effect in the polarisation, with a control signal flat, not every such curve was filed as active; inconclusive = small, poorly fitted or top-dose-only effect, or effect the other way, or a change in a side signal; inactive = no such curve, though single readings can be large or run the other way; the % refers to the polarisation; also: potency is read from the fitted curve at half-maximal effect; % of control where 0% means no effect; many of its hits are not listed in these tables
Target sequence (O00255 whole entry, looked up): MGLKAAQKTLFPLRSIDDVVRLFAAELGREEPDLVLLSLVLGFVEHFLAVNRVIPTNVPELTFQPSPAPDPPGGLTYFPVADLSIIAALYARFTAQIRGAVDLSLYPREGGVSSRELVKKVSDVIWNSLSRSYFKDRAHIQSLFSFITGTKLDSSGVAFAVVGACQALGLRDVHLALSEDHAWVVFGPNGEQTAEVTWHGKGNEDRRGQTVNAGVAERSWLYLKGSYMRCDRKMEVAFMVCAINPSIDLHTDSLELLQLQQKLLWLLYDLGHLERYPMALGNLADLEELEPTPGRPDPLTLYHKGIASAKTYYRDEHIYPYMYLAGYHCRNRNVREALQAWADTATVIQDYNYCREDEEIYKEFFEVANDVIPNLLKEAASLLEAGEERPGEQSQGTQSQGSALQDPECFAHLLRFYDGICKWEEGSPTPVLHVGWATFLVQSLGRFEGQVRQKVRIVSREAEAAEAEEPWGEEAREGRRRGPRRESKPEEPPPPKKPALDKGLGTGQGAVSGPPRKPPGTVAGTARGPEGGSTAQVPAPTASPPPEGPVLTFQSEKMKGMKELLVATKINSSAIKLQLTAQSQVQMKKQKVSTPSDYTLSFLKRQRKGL
PKM2 act: qHTS Assay for Activators of Human Muscle isoform 2 Pyruvate Kinase | purified PKM2, Kinase-Glo ATP luminescence, activation; response scale: 0% is enzyme alone, no compound | Potency, µM (doses to about 57.5 µM), without a hit: top-dose activation, usual class: activators | 260,000 tested, 0.34% active; also: potency is read from the fitted curve at half-maximal effect; % is scaled to controls: 0 for no effect and ±100 for the full control effect; nearly all actives have a fitted effect of over 55% in size
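Purified hPK-M2 (>95%) run at intermediate activity with 0.1 mM ADP and 0.5 mM PEP in 50 mM imidazole pH 7.2, KCl, MgCl2; 1 h room temperature. ATP formed read by Kinase-Glo luminescence; normalized to uninhibited and no-enzyme controls.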
Starred values were filed as active, the others as inactive; ? = inconclusive; . = not tested or not shown; & = joins results of further samples; [ ] = remark or other dose. Unless noted, calls follow the shape of the dose curve; as a rule, active = well fitted curve in the direction sought with a large enough effect; inconclusive = small, poorly fitted or top-dose-only effect, or another doubt; inactive = no such curve, though single readings can be large; an effect the other way counts as inactive or inconclusive. This is a subset; the hit share may differ from the screen's.

SMILES	Rab9 prom act	FLuc counter	Mito fusion act	RORgamma inh	NPC1 promoter act	VP16 counter	KCNH2 3.1 inh	ELG1 DNA repair	MBNL1 CUG block	Menin-MLL TR inh	PKM2 act
CCOC(=O)CCSc1nc(C)cc(C(F)(F)F)c1C#N	3%	0%	11%	-13%	-1%	-5%	-8	21%	2%	4%	3%
COc1ccc(C(CNC(=O)CNC(=O)c2cccc(Cl)c2)N2CCCC2)cc1 (centres undefined)	-1%	-1%	5%	.	-2%	.	40	5%	.	.	.
CCN(CC)S(=O)(=O)c1cc(C(=O)Nc2ccccc2C(=O)O)ccc1OC	0%	6µM*	3%	-19%	16%	-3%	-2	?	4%	?	4%
CC/C(=N\NC(=O)CSCc1ccccc1Cl)c1ccc2c(c1)OCCO2	-6%	-1%	-3%	-13%	2%	?	-19	-22%	-17%	1%	0%
CCCOc1ccc(CNC(=S)N/N=C/c2ccc([N+](=O)[O-])cc2)cc1	0%	2%	-3%	1.3µM*	-2%	1.6µM*	-14	22%	9%	?	-3%
OC(CNc1ncnc2sccc12)c1ccccc1 (centres undefined)	1%	17µM*	-3%	?	?	6.3µM*	-24	?	4%	13%	-5%
COc1ccc(C2(c3ccc(OC)cc3)NC(=O)N(CC(=O)N(C)c3ccccc3)C2=O)cc1	2.2µM*	19µM*	1%	?	3.5µM*	?	-4	?	3%	.	0%
COC(=O)CNC(=O)COC(=O)c1cc(Cl)cc(Cl)c1N	1%	-3%	1%	-6%	-1%	-1%	12	8%	-5%	6%	-4%
O=C(NCC1CCCO1)C(=O)N/N=C/c1cccc(Cl)c1 (centres undefined)	9%	-16%	0%	1%	7%	-2%	-3	29%	5%	.	0%
COc1cc(/C=C2\SC(N)=NC2=O)cc(Cl)c1O	3%	0%	-3%	-4%	-3%	-3%	19	-9%	?	13%	6%
COc1ccc(NC(=O)CCOc2ccc(C)cc2)cc1S(=O)(=O)N1CCOCC1	-8%	-7%	1%	.	3%	.	-17	1%	.	.	.
CCn1c(N2CCN(Cc3ccc([N+](=O)[O-])cc3)CC2)nc2ccccc21	-3%	-8%	-3%	-17%	-4%	4%	-94*	?	?	-28%	0%[11.5 µM]
O=C(NCCN1CCN(c2ccccc2F)CC1)C1c2ccccc2C(=O)N2CCc3ccccc3C12 (centres undefined)	-1%	-2%	-4%	-31%	1%	-17%	-21	-30%	0%	1%	3%
CC1CCN(C(=O)CNC(=O)Cn2ccc3ccccc3c2=O)CC1	3%	2%	4%	2%	4%	2%	1	3%	6%	0%[11.7 µM]	4%
c1ccc(CN(Cc2ccco2)C(c2ccncc2)c2nnnn2C2CCCC2)cc1 (centres undefined)	-5%	6%	10%	-23%	-5%	20%	0	1%	?	-26%	18%
CC1=CC(=C(C#N)c2nc3ccccc3s2)C=C(C)N1Cc1ccco1	6%	4.8µM*	-1%	15%	2%	14%	13	-26%	0%	?	2%
CS(=O)(=O)NCCSCc1ccc(Cl)cc1	-3%	-1%	0%	14%	-6%	-6%	-1	-4%	-7%	1%	-3%
CCCC1=NN2C(=N)/C(=C\c3cc(C)n(-c4cc(C)cc(C)c4)c3C)C(=O)N=C2S1	1%	-12%	7%	?	0%	?	4	-3%	-11%	-8%	-6%
Cc1cc(C)c(C#N)c(SCc2nc3ccccc3c(=O)[nH]2)n1	?	2.4µM*	16%	-26%	?	?	1	?	131%[activator]	1%	?
CCN(C(=O)c1cc2c(=O)[nH]c3ccc(C)cc3c2s1)c1ccccc1C	0%	8%	1%	-17%	0%	2%	-12	-8%	0%	.	3%
Cc1nc2ccccc2c(=O)n1/N=C/C=C/c1ccccc1	1%	-1%	1%	16%	-2%	1%	-13	1%	?	.	-1%
CCCCn1c(N)c(N(CCOC)C(=O)CN(C)S(=O)(=O)c2ccc(Cl)cc2)c(=O)[nH]c1=O	6%	-24%	1%	16%	-1%	-3%	-11	-1%	-4%	.	19%
COC(=O)c1cc(NC2c3ccccc3C(=O)N2c2ccc(Cl)cn2)cc(C(=O)OC)c1 (centres undefined)	10%	6µM*	4%	?	8%	11µM*	-12	-14%	11%	2%	6%
C=CCn1c(C)c(C(C)=O)c(N2CCCC2)nc1=S	5%	1%	-2%	-19%	1%	2%	0	3%	-1%	10%	-4%
Cc1ccc(NC(=O)CN2C(=O)NC(C)(c3ccccc3)C2=O)c(C)c1 (centres undefined)	-1%	-2%	2%	4%	3%	-18%	-6	?	0%	.	.
Cc1ccc(C(=O)NCCN(C)C)c(C)c1	-5%	-3%	0%	-13%	-2%	1%	-17	0%	1%	-4%	-2%
COC(=O)c1[nH]c(C)c(/C(O)=C2\C(=O)C(=O)N(CCN(C)C)C2c2ccc(C)o2)c1C (centres undefined)	2%	-1%	-2%	-1%	-2%	-1%	-4	4%	6%	-10%	-3%
Cc1ccc(C(C)C)cc1S(=O)(=O)NCc1ccccn1	1%	11%	3%	14µM*	-2%	?	5	?	-3%	-3%	0%[11.5 µM]
CN1CC(=O)N/C1=N\C(=O)Nc1ccc2c(c1)N(C)C(=O)CS2	1%	0%	0%	-25%	-4%	13%	-11	?	17%	5%	-1%
CN(C(=O)c1ccccc1C(=O)c1ccccc1)C1CCS(=O)(=O)C1 (centres undefined)	-3%	-7%	-1%	2%	3%	1%	-3	24%	-15%	5%	-11%
Cc1cccc(NC(=O)COC(=O)c2cc3ccccc3oc2=O)c1	-5%	-1%	-2%	-7%	-1%	1%	1	-6%	-1%	?	-5%
O=C(COC(=O)c1cc(Br)ccc1O)NCC1CCCO1 (centres undefined)	1%	?	4%	.	6%	.	5	11%	.	.	.
Cc1cccc2c1NC(=O)C21N2CCCC2C(C(=O)c2ccc3ccccc3c2)C12C(=O)Nc1ccccc12 (centres undefined)	19%	?	-5%	-14%	2%	4%	-34	-4%	?	.	10%
N#Cc1ccsc1NC(=O)C1CCCN1S(=O)(=O)c1cccs1 (centres undefined)	-3%	3%	-5%	.	-2%	.	-5	-1%	.	.	.
CSc1nc(=S)cc(C)[nH]1	2%	?	7%	?	-2%	-6%	15	3%	.	.	-7%
CCC(C)(C)NC(=O)c1ccc(Sc2nncn2C)c([N+](=O)[O-])c1	-2%	-1%	-5%	-19%	0%	-9%	-7	2%	.	-8%	-1%
COc1ccccc1CN(C)S(=O)(=O)c1cccs1	1%	-10%	4%	6%	-4%	6%	17	?	0%	3%	8%
CN(C)/C=N/c1cc(=O)n(C)c(=O)n1Cc1ccccc1	-3%	2%	-6%	?	-2%	10%&26%	-15	?	-7%	-2%&12%	-3%&0%
COCCN(CCOC)C(=O)c1ccc(SCc2ccc(C)cc2)c([N+](=O)[O-])c1	-5%	-4%	0%	32%	0%	-5%	-5	?	?	-5%	-1%
COc1ccc(C(CC(=O)O)NS(=O)(=O)c2ccc(C)cc2)cc1 (centres undefined)	-14%	0%	-2%	-34%	1%	1%	15	22%	-11%	4%	-16%
Cc1ccc(-c2nnc3sc(CCc4ccccc4)nn23)cc1	-1%	-17%	20%	20%	10%	-10%	11	?	-1%	14%	16%
CCOCCCNC(=O)C1CCC(CNS(=O)(=O)c2ccc(F)cc2)CC1 (centres undefined)	5%	1%	3%	8%	-6%	-8%	1	1%	2%	5%	2%
Cc1ccc([C@@H]2CC=C(C(=O)O)[C@H](c3ccc(Cl)cc3)N2S(=O)(=O)c2ccc(C)cc2)cc1	-4%	1%	15%	.	6%	.	9	-1%	.	.	.
O=C(Nc1ccccn1)C1CCN(S(=O)(=O)c2ccc3c(c2)OCCCO3)CC1	1%	4%	-2%	.	7%	.	8	-29%	.	.	.
